Screening results deposited in PubChem by National Center for Advancing Translational Sciences (NCATS).
hERG WT inh = qHTS for Inhibitors of KCHN2 3.1: Wildtype qHTS. Voltage-gated inwardly rectifying potassium channel KCNH2 (Homo sapiens), Q12809. U2OS, BacMam KCNH2, thallium flux FluxOr; stronger effect = lower value. activity change, % at 1.84 µM. actives 0.37% (n = 340,000). AID 720551, 2013;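 active means maximum activity change below -70%; inconclusive means maximum activity change between -70% and -50%; inactive means maximum activity change above -50%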; further: on the % scale 0 is the no-effect control and ±100 the full control effect
Target sequence (Q12809 whole entry, looked up): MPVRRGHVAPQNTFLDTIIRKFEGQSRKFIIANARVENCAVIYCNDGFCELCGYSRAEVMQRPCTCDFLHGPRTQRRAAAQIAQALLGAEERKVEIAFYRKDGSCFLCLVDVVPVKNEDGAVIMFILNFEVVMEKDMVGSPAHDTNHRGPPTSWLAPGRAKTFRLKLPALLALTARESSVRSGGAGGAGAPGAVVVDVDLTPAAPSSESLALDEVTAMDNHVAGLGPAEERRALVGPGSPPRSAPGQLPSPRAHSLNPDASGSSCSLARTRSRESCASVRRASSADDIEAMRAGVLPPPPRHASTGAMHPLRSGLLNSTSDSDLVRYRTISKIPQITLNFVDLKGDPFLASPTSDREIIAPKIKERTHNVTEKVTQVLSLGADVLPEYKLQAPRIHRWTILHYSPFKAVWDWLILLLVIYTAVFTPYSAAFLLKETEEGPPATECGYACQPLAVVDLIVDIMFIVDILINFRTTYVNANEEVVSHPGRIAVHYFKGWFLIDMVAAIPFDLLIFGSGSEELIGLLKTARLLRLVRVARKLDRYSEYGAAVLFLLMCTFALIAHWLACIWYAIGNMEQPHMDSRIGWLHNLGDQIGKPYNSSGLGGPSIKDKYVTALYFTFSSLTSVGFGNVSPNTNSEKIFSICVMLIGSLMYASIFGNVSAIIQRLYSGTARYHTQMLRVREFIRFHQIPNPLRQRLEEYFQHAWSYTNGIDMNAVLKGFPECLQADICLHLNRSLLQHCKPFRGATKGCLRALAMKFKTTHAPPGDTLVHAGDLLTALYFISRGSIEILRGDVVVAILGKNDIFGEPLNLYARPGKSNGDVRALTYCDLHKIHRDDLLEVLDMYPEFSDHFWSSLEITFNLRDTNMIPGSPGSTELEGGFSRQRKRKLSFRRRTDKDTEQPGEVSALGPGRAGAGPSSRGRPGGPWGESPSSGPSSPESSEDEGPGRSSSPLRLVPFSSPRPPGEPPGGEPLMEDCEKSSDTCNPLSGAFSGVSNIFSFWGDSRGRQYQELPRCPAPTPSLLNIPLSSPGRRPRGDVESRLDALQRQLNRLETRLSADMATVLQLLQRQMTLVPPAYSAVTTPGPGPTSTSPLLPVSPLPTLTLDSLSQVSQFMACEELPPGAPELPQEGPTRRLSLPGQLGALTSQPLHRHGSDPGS
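U2OS cells were transduced with wild-type KCNH2 virus (2.03 x 10^8 / mL) for 4 h at room temperature, then cultured overnight at 37 C. Thallium flux was read with FluxOr dye. Rate constants were normalized to DMSO controls.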
KCNH2 3.1 inh = qHTS for Inhibitors of KCHN2 3.1: Mutant qHTS | AID 720553, 2013 | actives 0.95% (n = 340,000) | U2OS KCNH2 3.1, thallium flux FluxOr; stronger effect = lower value | activity change, % (tested at about 1.8 µM) | Potassium voltage-gated channel subfamily H member 2, brain isoform KCNH2 3.1 (human);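 active means maximum activity change below -70%; inconclusive means maximum activity change from -70% to -50%; inactive means maximum activity change above -50%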;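 further: thallium influx rate constant from kinetic fluorescence after stimulation buffer; on the % scale 0 is the no-effect control and ±100 the full control effect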
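Thallium flux via FluxOr fluorescence (Red40 quencher, 45 min loading) in U2OS cells virally expressing the KCNH2 3.1 isoform (1.77 x 10^8 /mL virus, overnight at 37 C). Rate constants from 2-min kinetic reads post-stimulation, normalised to positive and negative controls.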
FBPA coupling cs = qHTS Assay for Inhibitors of Fructose-1,6-bisphosphate Aldolase from Giardia Lamblia: Coupling assay counterscreen; actives 0.67% (n = 290,000); activity change, negative = inhibition, % at 58.2 µM, hits read low; coupling enzyme system counterscreen, AmpLite Red fluorescence; in the data active means activity change below about -30%; further: on the % scale 0 is the no-effect control and ±100 the full control effect
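First, compound is pin-transferred into glyceraldehyde-3-phosphate coupling-enzyme reagent at 57.5 uM final and held 10 min at RT. Next, substrate, coupling system and AmpLite Red are added. After 20 min RT, fluorescence (525/598 nm) is read.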
GALK inh = qHTS Assay for Inhibitors of Human Galactokinase (GALK); P51570; Purified GALK, Kinase-Glo residual ATP luminescence; Potency, µM (series often up to 57.5 µM), without a hit: top-dose activity change, negative = inhibition, most hits filed as inhibitors; actives 0.007% (n = 270,000); AID 1868, 2009; further: potency means the concentration at half of the fitted maximal effect; on the % scale 0 is the no-effect control and ±100 the full control effect
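Quantitative HTS: GALK 5 nM, ATP 35 uM, galactose 100 uM, 1 h room temperature, then luciferase-based ATP detection.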
TRPV1 ag = HTS Assay for Compounds that Act as Agonists of the Vanilloid Receptor 1 | Transient receptor potential cation channel subfamily V member 1 (Homo sapiens), Q8NER1 | TRPV1-expressing cells, Fluo-8 calcium influx, agonist mode | activation, % at 8.33 µM | actives 0.19% (n = 320,000) | AID 540275, 2011; in the data active means activation above about 80%; inconclusive means between about 30% and that limit; further: 0% is about no effect
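TRPV1-expressing cells were cultured overnight at 35.5C and loaded with Fluo-8 calcium dye for 40 to 90 min at room temperature. After a 10 s baseline, compound was added and calcium influx was read kinetically for 3 min (ex 480/em 520 nm).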
Integrin act MD = qHTS for Activators of Integrin-Mediated Alleviation for Muscular Dystrophy. alpha7betagal myoblasts, beta-gal FDG fluorescence, 48 h. Potency, µM (series often up to 38.3 µM), for the others: top-dose activation, actives largely listed as activators. actives 0.064% (n = 350,000). AID 624291, 2012;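 further: potency means the concentration at half of the fitted maximal effect; 100% = response of the positive control SU9516; nearly all actives have a fitted effect of over 60% in size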
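Alpha7betagal+/- myoblasts (passage 13) were plated 16-24 hr, then exposed to compounds (1:260 dilution of DMSO stock) for 48 hours at 37C. After MPER lysis, β-galactosidase reporter activity was read as FDG fluorescence (ex 480/em 540) after 30 minutes.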
MLL CXXC-DNA inh = qHTS Fluorescence Polarization Assay for Inhibitors of MLL CXXC domain - DNA interaction; Histone-lysine N-methyltransferase 2A (Homo sapiens), Q03164; MLL-CXXC / FITC-HOXA9 DNA fluorescence polarization; Potency, µM (top dose mostly 115 µM), for inactives: top-dose activity change, negative = inhibition, actives largely listed as inhibitors; actives 0.037% (n = 290,000); AID 2662, 2010; active means well fitted inhibition curve with a large enough effect in the polarisation, with a control signal flat, not every such curve was filed as active; inconclusive means small, poorly fitted or top-dose-only effect, or effect the other way, or a change in a side signal; inactive means no such curve, though single readings can be large or run the other way; the % refers to the polarisation; further: potency means the concentration at half of the fitted maximal effect
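Steps: dispense CXXC domain solution (7 uM) → pin compounds or unlabeled HOX-A9 DNA control → 5 min ambient → add FLSN-HOX-A9 solution (50 nM) → spin → 30 min ambient → fluorescence polarization. Tris pH 7.5/NaCl/DTT/BSA buffer.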
AT treatment = qHTS Assay for Identifying a Potential Treatment of Ataxia-Telangiectasia | […] A-T fibroblasts, KAP-1 phosphorylation AlphaLISA; neocarzinostatin DNA damage 30 min before lysis | AID 485349, 2010 | Potency, µM (series often up to 57.5 µM), for inactives: at the top dose activation, usual class: activators | actives 0.19% (n = 320,000); further: potency means the concentration at half of the fitted maximal effect; % of control where 0% means no effect; nearly all actives have a fitted effect of over 45% in size
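ATM-like activity read as KAP-1 phosphorylation via AlphaLISA donor/acceptor antibody pairs after lysis and 6 hr at 25C. Cells were ATM-null patient fibroblasts ([…], hTERT), dosed 60 min, then exposed to the DSB inducer NCS for 30 min.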
S-ASM inh = Inhibitors of Secretory Acid Sphingomyelinase (S-ASM): qHTS; Sphingomyelin phosphodiesterase (Homo sapiens), P17405; placental ASM, HMU-PC fluorogenic substrate, 60 min; Potency, µM (doses to about 57.5 µM), without a hit: at the top dose activity change, negative = inhibition, usual class: inhibitors; actives 0.006% (n = 340,000); further: potency means the concentration at half of the fitted maximal effect
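Steps: dispense placental human ASM, pin compound, wait 10 min at room temperature, add HMU-PC0 substrate at 9 uM final, incubate 60 min at 37 °C, add stop solution raising pH to 10, read fluorescence.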
MBNL1-CUG inh = qHTS Assay for Inhibitors of MBNL1-poly(CUG) RNA binding; Muscleblind-like protein 1 (Homo sapiens), Q9NR56; TR-FRET MBNL1-His/biotin-(CUG)12 binding, 665/545 ratio; Potency, µM (top dose mostly 57.5 µM), without a hit: at the top dose activity change, negative = inhibition, hits mostly inhibitors; actives 0.036% (n = 280,000); AID 2675, 2010; active means well fitted inhibition curve with a large enough effect in the signal ratio, with a control signal flat, not every such curve was filed as active; inconclusive means small, poorly fitted or top-dose-only effect, or effect the other way, or a change in a side signal; inactive means no such curve, though single readings can be large or run the other way; the % refers to the signal ratio; further: potency means the concentration at half of the fitted maximal effect; on the % scale 0 is the no-effect control and ±100 the full control effect
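Inhibition of protein-RNA binding appears as loss of TR-FRET between terbium anti-His antibody on MBNL1-His and streptavidin-XL665 on biotin-(CUG)12. Activity is normalized to buffer-only and uninhibited-complex controls.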
* marks the source's active call; other numbers are inactive results; u = inconclusive; x = not tested or not shown; & = joins results of further samples; [ ] = remark or other dose. Unless noted, the call rests on the fitted dose curve; in most records, active means well fitted curve in the direction sought with a large enough effect; inconclusive means small, poorly fitted or top-dose-only effect, or another doubt; inactive means no such curve, though single readings can be large; an effect the other way counts as inactive or inconclusive. Outcome played no part in choosing rows. Share with any hit: about 2%.

canonical_smiles,hERG WT inh,KCNH2 3.1 inh,FBPA coupling cs,GALK inh,TRPV1 ag,Integrin act MD,MLL CXXC-DNA inh,AT treatment,S-ASM inh,MBNL1-CUG inh
CCN1CCN(c2cc3c(cc2F)c(=O)c(C(=O)O)cn3C2CC2)CC1,-3,1,-1&1,-1%,2,x,12%,-3%,5%,-1%
CCOc1ccc(-n2c(SCC(=O)NC(C)CC)nc3n[nH]c(C)c3c2=N)cc1 (stereo not given),14,x,0,0%,2,-30%,23%,27%,-3%,8%
COCCn1c(=S)[nH]c2cc(C(=O)NCCCN3CCOCC3)ccc2c1=O,-18,-8,0,0%,1,9%[7.66 µM],3%,-1%,11%,2%
COc1ccc(CCNC(=O)c2c(C)nn(-c3ccccc3)c2Cl)cc1OC,-14,2,1,1%,16,11%,-7%,2%,2%,-2%
N#Cc1ccccc1NC(=O)c1cc(=O)c2ccccc2o1,7,23,1,7%,-2,u,3%,-2%,-3%,u
Cn1c(N2CCC(C(N)=O)CC2)nc2c1c(=O)n(Cc1ccc(Br)cc1)c(=O)n2C,-1,3,x,x,x,29%[7.66 µM],x,x,-2%,x
Cc1ccccc1N1CCN(Cc2ccc([N+](=O)[O-])o2)CC1,9,-8,-6,x,3,-22%,-4%,-8%,-2%,u
O=[N+]([O-])c1ccc(C2=Nn3c(Cn4nnc5ccccc54)nnc3SC2)cc1,-9,-3,0,3%,4,-2%,-2%,2%,-4%,u
S=C(Nc1ccccc1Cl)N(CCCN1CCOCC1)Cc1ccco1,18,0,0,2%,2,-24%,-3%,-4%,3%,x
CCCS(=O)(=O)N1CCCC(C(=O)NC2CCCCC2)C1 (stereo not given),-4,-3,5,0%,26,18%,u,-3%,2%,-4%
CCOc1cc(N2CCOCC2)c(OCC)cc1NC(=O)COC(=O)COc1cc(C)cc(C)c1,-2,-2,x,x,-3,5%,x,-6%,-2%,x
Cc1ccccc1N1CCN(CCN2C(=O)CC(=C3c4ccccc4-c4ccccc43)C2=O)CC1,-5,36,x,x,x,-15%,x,x,-16%,x
CCN1CCN(c2oc(COc3ccc(-c4ccccc4)cc3)nc2C#N)CC1,29,-71*,-4,1%,11,-24%,-6%,4%,u,5%
Cc1ccc(CNC(=O)C2CC(c3cccc([N+](=O)[O-])c3)=NO2)cc1 (stereo not given),-7,6,-2,-2%,6,21%,2%,0%,-1%,u
CCOC(=O)c1cnn(-c2nc3sc4c(c3c(=O)[nH]2)CCCC4)c1N,x,x,1,3%,-2,x,-7%,4%,x,-5%
Cc1cnc(C(=O)N2CCN(S(=O)(=O)c3cccc(Br)c3)CC2)cn1,0,2,x,x,x,-4%,x,2%,-2%,x
COc1cc2c(=O)n(CCCC(=O)NCC3CCCO3)c(=O)n(CC(=O)c3ccc(F)cc3)c2cc1OC (stereo not given),-15,32,-3,5%,-2,3%,6%,8%,-5%,3%
CSc1ccc(CN2CCCC(CNC(=O)c3ccc(F)cc3)C2)cc1 (stereo not given),0,-78*,1,-4%,2,-60%[inhibitor],0%,5%,0%,-11%
O=C(COC(=O)CNC(=O)C1CCCCC1)Nc1ccccc1,-2,1,x,x,x,2%,x,11%,-2%,x
CCn1cc(C(=O)NCc2ccco2)c(=O)c2cc(S(=O)(=O)N3CCCCCC3)ccc21,-6,1,-5,2%,u,-40%,-4%,4%,-12%,-8%
CC1Cc2ccccc2N1S(=O)(=O)c1cccc(C(=O)NCCCn2ccnc2)c1 (stereo not given),6,-15,-5,1%,4,0%,u,-4%,-5%,9%
COC(=O)c1ccccc1NC(=O)CN1C(=O)c2ccccc2S1(=O)=O,5,4,3,0%,-9,3%,-4%,x,1%,0%
O=C1CCC(C(=O)NCc2ccc3c(c2)OCO3)N1 (stereo not given),-7,6,0,-1%,-2,43%,8%,-4%,15%,-19%
Cc1ccc(NC(=O)CSc2nnc(Cn3c(=O)sc4ccccc43)n2C)cc1Cl,-15,-4,1,-2%,2,0%,-18%,1%,4%,-3%
COc1cc2c(cc1OC)-c1cc(Nc3cccc(C)c3)nc(=O)n1CC2,4,10,4,-1%,1,1%,44%[activator],-10%,4%,11%
Cc1ccc2c(c1C)C(=O)C(=O)N2,3,4,x,x,x,11%,x,x,0%,x
OCCC1CN(Cc2ccccc2-c2ccco2)CCN1Cc1ccsc1 (stereo not given),2,-5,-9,1%,5,u,6%,-2%,-1%,6%
CCCn1c(=O)c(C(=O)NNC(=O)c2ccccc2[N+](=O)[O-])c(O)c2ccccc21,x,x,x,1%,0,x,7%,1%,x,17%
Cc1ccc(Nc2nc(N)nc(CN3CCN(Cc4ccc5c(c4)OCO5)CC3)n2)cc1C,u,-104*,6,3%,-2,-31%,14%,1%,1%,-11%
Cc1ccc(NC(=O)CSc2ccc3nnc(CCNC(=O)c4ccccc4)n3n2)c(C)c1,-6,-1,0,4%,1,-3%,2%,0%,-2%,2%
Cc1sc(=NC(=O)c2ccco2)n(C)c1-c1ccc(Cl)cc1,0,-4,0,3%,27,-14%,1%,-1%,-1%,-6%
CC(C)[C@H](NC(=O)[C@@H]1Cc2ccccc2CN1C(=O)OC(C)(C)C)C(=O)NCC1CCCO1 (stereo not given in full),4,-17,0,-8%,1,1%,-3%,1%,3%,1%
CCN1CCCC1CNS(=O)(=O)c1ccc(Cl)c(C(F)(F)F)c1 (stereo not given),-10,-3,-1,-2%,-1,14%,-1%,-1%,5%,-3%
Nc1nonc1-n1nnc(C(=O)N/N=C/c2cccc(Cl)c2)c1CN1CCCC1,28,-14,x,x,x,-11%,x,x,-1%,x
COc1cccc(OC)c1OCCCOc1ccc(C)cc1Br,4,2,-4,1%,1,4%,3%,13%,4%,x
Cc1cccc(CN2CCNC2=O)c1,-2,-2,2,-1%,-17,9%,2%,-5%,0%,-6%
Cc1ccc(S(=O)(=O)N(C)C)cc1NC(=O)c1sccc1Cl,2,-20,-5,x,3,5%,41%[activator],-1%,2%,15%
COc1ccc(Nc2nc3cc(C)ccc3cc2C#N)c(OC)c1,78,-10,0,0%,3,-20%,-10%,3%,-1%,11%
O=C(/C=C/c1cn(-c2ccccc2)nc1-c1cccnc1)N1CCCCC1,-16,11,2,1%,u,-29%,-7%,-23%,-1%,8%
COc1ccc(C(=O)COC(=O)COc2cc(C)cc(C)c2)cc1,-5,-36,x,-6%,7,0%,-1%,1%,-2%,-1%
CCOC(=O)C1=C(C)N=c2s/c(=C/c3ccc(OCC(=O)O)c(OC)c3)c(=O)n2C1c1ccc(Cl)cc1 (stereo not given),x,x,x,x,x,19%,x,x,-22%,x
CCN(CC(=O)Nc1ccc(NC(C)=O)cc1)C(=O)C1CC(=O)N(CCc2ccc(OC)c(OC)c2)C1 (stereo not given),10,1,x,x,2,13%,x,2%,3%,x
c1ccc(Cc2nn[nH]n2)cc1,6,4,5,1%,1,18%,3%,13%,0%,1%
COc1ccc(NC(=O)COC(=O)C2CCN(C(=O)c3ccc(Cl)cc3)CC2)c([N+](=O)[O-])c1,3,-9,x,x,x,13%,x,15%,-7%,x
Cc1ccc([N+](=O)[O-])c(OCCN2CCc3ccccc3C2)c1,23,-17,-1,-2%,8,-34%,-3%,-11%,-1%,24%
COCCCN1C(=O)C(=O)/C(=C(/O)c2ccc(OC(C)C)cc2)C1c1cccnc1 (stereo not given),2,-11,22,3%,3,30%,10%,1%,-2%,12%
CN(CC(=O)Nc1ccc(F)cc1Cl)Cc1cccs1,12,-11,0,-2%,17,-11%,-5%,3%,-1%,-5%
C/C(Cn1nnc2ccccc21)=N\NC(=O)c1ccc(Br)cc1,-1,-5,1,2%,15,17%,-2%,-7%,2%,1%
CC(OC(=O)CCc1ccccc1)C(=O)Nc1ncc(Cl)cc1Cl (stereo not given),6,21,x,7%,1,-7%,11%,x,0%,-6%
COc1ccc(N2C(=O)CC(NCc3ccc(F)cc3)C2=O)cc1 (stereo not given),6,-3,-2,0%,-3,4%,-6%,-5%,-2%,-17%
